# KLK5 inh = human KLK5 protease inhibitors, primary screen, biochemical, 1536-well. recombinant hK5, fluorogenic AMC substrate cleavage. Kallikrein-5 (Homo sapiens), Q9Y337. AID 873, 2007. inhibition, % at 5 µM. 0.59% of 210,000 active;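 active = inhibition of 40% or more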;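 also: 0% = enzyme controls without compound and 100% = no-enzyme blanks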
# Thrombin inh = human alpha-thrombin inhibitors, primary screen, counter-screen for coagulation protease inhibitor project, biochemical, 1536-well, fluorogenic AMC substrate. Prothrombin (Homo sapiens), P00734. Boc-VPR-AMC fluorogenic substrate cleavage. inhibition, % at 5 µM. 0.26% of 220,000 active;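 active = inhibition at or above 40%; inactive = inhibition below 40%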;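 also: 0% = enzyme with no compound and 100% = wells without enzyme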
#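 Test system: human alpha-thrombin protein / Dosing: one concentration per compound, 5 µM, with 0.2% DMSO / Medium: pH 7.5 Tris-saline with Tween 20 / Benchmarks: no-compound enzyme wells and no-enzyme blanks / Read-out basis: percent inhibition of thrombin substrate cleavage / Timing: reaction at room temperature / Measured by: fluorescence, ex 355 nm, em 460 nm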
# Cl transport mod = KCC2 cotransporter modulators, thallium flux, primary screen, cell-based, HEK293 KCC2, FluoZin-2 fluorescence, MLSMR; Solute carrier family 12 member 5 (Homo sapiens), Q9H2X9; KCC2 cells, thallium flux FluoZin-2 fluorescence; B-score of Tl+ flux slope (higher = more flux/activation; lower = inhibition) at 10 µM; 2.2% of 190,000 active; AID 1456, 2008;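 active = thallium flux slope and its plate-corrected score both differing from the plate sample mean at a set confidence after two filtering rounds, in either direction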;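 also: slope of fluorescence scaled to starting intensity during 10 to 20 s after thallium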
# Target sequence (Q9H2X9 whole entry, looked up): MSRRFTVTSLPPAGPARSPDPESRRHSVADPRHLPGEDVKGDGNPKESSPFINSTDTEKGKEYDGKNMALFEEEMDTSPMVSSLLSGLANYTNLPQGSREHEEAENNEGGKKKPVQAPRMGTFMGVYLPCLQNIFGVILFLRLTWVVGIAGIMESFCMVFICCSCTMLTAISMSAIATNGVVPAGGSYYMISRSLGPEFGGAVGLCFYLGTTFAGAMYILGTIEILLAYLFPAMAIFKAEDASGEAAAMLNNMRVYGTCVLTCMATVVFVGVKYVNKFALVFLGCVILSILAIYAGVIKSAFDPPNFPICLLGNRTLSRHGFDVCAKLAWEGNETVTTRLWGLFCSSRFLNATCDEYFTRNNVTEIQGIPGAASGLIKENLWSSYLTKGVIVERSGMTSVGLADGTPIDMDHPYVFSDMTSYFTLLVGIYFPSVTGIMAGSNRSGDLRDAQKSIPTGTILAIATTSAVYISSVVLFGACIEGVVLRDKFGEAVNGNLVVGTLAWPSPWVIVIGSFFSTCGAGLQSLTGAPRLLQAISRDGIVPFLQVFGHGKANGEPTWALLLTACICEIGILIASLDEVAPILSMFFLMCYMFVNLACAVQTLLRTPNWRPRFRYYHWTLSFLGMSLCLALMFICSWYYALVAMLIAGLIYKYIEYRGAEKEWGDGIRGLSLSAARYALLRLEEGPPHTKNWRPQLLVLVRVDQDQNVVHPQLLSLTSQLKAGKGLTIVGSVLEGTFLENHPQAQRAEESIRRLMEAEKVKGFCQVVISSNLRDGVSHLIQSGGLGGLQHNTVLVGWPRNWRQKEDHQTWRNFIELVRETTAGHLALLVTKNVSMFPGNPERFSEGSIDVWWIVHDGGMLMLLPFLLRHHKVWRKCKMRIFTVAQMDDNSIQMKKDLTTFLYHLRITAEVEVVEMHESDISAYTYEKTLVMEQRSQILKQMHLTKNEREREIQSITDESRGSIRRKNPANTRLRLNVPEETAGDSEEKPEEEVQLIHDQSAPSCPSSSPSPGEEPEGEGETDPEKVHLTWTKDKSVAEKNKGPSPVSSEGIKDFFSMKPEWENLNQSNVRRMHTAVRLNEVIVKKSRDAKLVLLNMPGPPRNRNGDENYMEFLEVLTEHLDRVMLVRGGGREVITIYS
# FXIa inh = human FXIa protease inhibitors, primary screen, biochemical, 1536-well; inhibition, % at 5 µM; 0.14% of 220,000 active; Coagulation factor XI (Homo sapiens), P03951; purified FXIa, Boc-Glu-Ala-Arg-AMC fluorogenic substrate;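 active = inhibition of at least 40%; inactive = inhibition below 40%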;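 also: fluorescence of freed AMC excited at 355 nm; 0% = enzyme without compound and 100% = no enzyme blank; many of its hits are not listed in these tables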
# Rad51 HR inh = human RAD51 strand exchange inhibitors, primary screen, biochemical, fluorescence; DNA repair protein RAD51 homolog 1 (Homo sapiens), Q06609; hRad51 DNA strand exchange, fluorescence dequenching; inhibition, % at 10 µM; 0.085% of 200,000 active; AID 1385, 2008;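 active = inhibition above 40% at the single screening dose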;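 also: 0% = DMSO control wells and 100% = blanks with heterologous ssDNA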
#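 Test system: preformed human Rad51 ssDNA filaments. Compound dosing: single dose, 10 µM final compound. Incubation: filaments 15 min 37 °C, then compound 30 min. Technique: FRET fluorescence dequenching, excitation 485 nm, emission 520 nm. Read-out basis: percent inhibition from fluorescence, normalised to plate control and blank means. Benchmarks: plate controls and plate blanks.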
# TNF necrop inh = inhibitors of TNF-alpha triggered necroptosis, primary screen, cell-based, Jurkat FADD-/-, single concentration. activation (protection from cell death), % at 10 µM. 0.068% of 220,000 active. Jurkat FADD-/- TNF necroptosis rescue, ATP luminescence, 24 h; 0 = TNF only, 100 = no-TNF cells;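 active = activation, meaning protection from cell death, of at least 50% relative to plate controls; inactive = activation below 50%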;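 also: necroptosis triggered by 40 ng/mL TNF-alpha added together with compound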
# FXIIa inh = human FXIIa protease inhibitors, primary screen, biochemical, 1536-well | 0.3% of 220,000 active | purified FXIIa, Boc-QGR-AMC fluorogenic substrate, 2 h | inhibition, % at 5 µM; in the data active = inhibition above about 40%;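 also: 0% = enzyme with no compound and 100% = blank without enzyme; many of its hits are not listed in these tables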
# L929 necroptosis = inhibitors of zVAD-triggered necroptosis, primary screen, L929 cells | L929 zVAD necroptosis rescue, ATP luminescence, 24 h; with zVAD 60 µM | viability rescue, % at 10 µM | 0.38% of 220,000 active | AID 1377, 2008;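 active = activation, scaled between plate controls, above about 75%, limit read from the data; inactive = activation under that limit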;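 also: 0% = zVAD with DMSO and 100% = DMSO alone without zVAD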
# Hck-Nef inh = inhibitors of Nef-activated human Hck kinase, primary screen, biochemical, Z-Lyte FRET, 384-well, Hck-YEEI. Recombinant Hck-YEEI plus Nef, Z-Lyte FRET kinase assay. AID 463187, 2010. 0.68% of 220,000 active. inhibition, % at 20 µM. Tyrosine-protein kinase HCK (Homo sapiens), P08631;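 active = Hck-Nef kinase inhibition above about 50%, limit read from the data; inactive = inhibition below that limit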;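 also: 0% = DMSO with Hck plus Nef and 100% = Hck alone without Nef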
# * = called active by the depositor; / = no result given; + = active, no number. A portion of the library (hit frequency here may not be typical).
Structure,FXIa inh,Hck-Nef inh,Cl transport mod,Thrombin inh,FXIIa inh,KLK5 inh,Rad51 HR inh,L929 necroptosis,TNF necrop inh
O=C(c1ccccn1)N(Cc1ccco1)C1(C(=O)NC2CCCCC2)CCCCC1,6,2,0.74,-3,7,-16,-3,-0.1,-0.4
O=c1[nH]nc(Cc2ccccn2)c2ccccc12,2,-3,-0.26,-5,7,4,-7,3.7,2.5
CC(=O)Oc1cc2oc(=O)cc(C)c2cc1Cl,-6,+,-0.09,3,-13,-30,13,0.4,1.1
NC(=O)CSc1nnc(Cc2csc(Nc3ccccc3)n2)n1Cc1ccccc1,-4,5,-0.11,-3,-2,-24,1,0.0,-2.3
COc1ccc(NC(=S)NNC(=O)C(C)n2nc(C)c([N+](=O)[O-])c2C)cc1 (stereo not drawn),-4,-20,0.59,-2,-1,-27,-8,0.1,-0.3
Cc1nc2ccc(N3C(=O)CCC3=O)cc2[nH]1,2,2,0.12,1,12,14,4,0.2,-0.7
Cc1cccc(C)c1NC(=O)Nc1ccc2c(c1)OCO2,0,18,0.055,-4,11,0,-2,2.2,0.9
S=C(NCCc1ccccc1)NC1CC2CCC(C1)N2Cc1ccccc1 (stereo not drawn),-5,22,-1.5,-10,1,-1,7,0.0,1.1
Cc1ccc(S(=O)(=O)N(C)CC(=O)N2CCN(c3ccccn3)CC2)cc1,-9,0,0.021,-4,-2,-5,2,0.1,-0.7
CC1S/C(=N\N=C\c2cccc([N+](=O)[O-])c2)N(C(C)(C)C)C1=O (stereo not drawn),-3,8,-0.11,-7,0,-4,16,0.0,2.4
Cn1c(COc2ccccc2)nnc1SCC(=O)Nc1ccc(S(N)(=O)=O)cc1,-6,3,0.58,-5,12,-18,0,0.2,2.6
Cc1ccc(CSc2nccc(-c3c(C)nc4ccccn34)n2)cc1,-10,10,-0.68,-3,2,-8,-4,0.1,-9.3
CCOC(=O)C1(Cc2cccc(F)c2)CCN(C(=O)Cn2cnnn2)CC1,19,0,-1,20,45*,26,-22,-0.3,1.3
CCN(CC)C(=O)C[n+]1cccc(C(N)=O)c1,-5,6,1.4,-11,0,-21,/,0.1,0.7
CC(=O)c1ccc(N2CCCC2)c(F)c1,5,0,/,5,15,-7,3,0.5,-1.2
C=CCn1c(C(C)NC(=O)CC)nc2ccccc21 (stereo not drawn),6,1,0.16,2,12,19,0,0.8,0.4
O=C(Nc1nccs1)c1cccc(S(=O)(=O)N2CCCCC2)c1,22,-2,-0.43,1,12,0,3,0.2,4.9
CC(=O)Nc1ccc(NC(=O)CSc2nnc(-c3ccccc3)n2Cc2ccc3c(c2)OCO3)cc1,-6,1,-1.1,2,10,33,-3,0.0,-0.5
COc1cc(/C=N/n2c(-c3ccccc3)n[nH]c2=S)cc(OC)c1O,-3,6,-0.86,-3,10,2,-15,-0.4,3.2
CCOc1ccccc1NC(=O)CCCN1C(=S)NC(C)(C)CC1C (stereo not drawn),-3,4,0.013,-8,5,-25,5,0.0,1.5
Cc1cc(C)nc(NC(=O)/C=C/c2ccc(Cl)cc2)n1,-2,7,-1.4,-2,2,11,14,0.5,2.7
Cc1cccc(CC(=O)N2CCN=C2SCc2ccc([N+](=O)[O-])cc2)c1,3,2,-1.1,-5,5,-2,-6,6.0,0.7
COCCNC(=O)Cn1cc(C(=S)N2CCCCC2)c2ccccc21,-1,18,0.19,-18,4,0,-1,-2.5,0.2
CCc1ccc(OCC(=O)Nc2ccc(S(=O)(=O)N3CCCC3)cc2)c(Br)c1,-17,3,0.0067,-5,5,4,0,0.7,1.9
CCN(CC)CCOc1ccccc1C(C)=O,-6,20,0.37,0,8,9,-4,-0.4,1.1
O=[N+]([O-])c1ccc(NNC(=S)Nc2ccccc2)cc1,6,-2,0.88,2,15,10,/,0.2,-4.6
CN(/C(=N/S(=O)(=O)c1cccs1)c1ccccc1)c1ccccc1,-1,2,0.58,-12,12,3,2,0.6,1.7
O=C(C[n+]1ccc(/C=N/O)cc1)N1CCCCC1,3,0,0.68,1,10,1,/,0.5,-0.3
CCOC(=O)C1CCCN(C(=O)c2ccc(CS(=O)(=O)Cc3ccccc3C)o2)C1 (stereo not drawn),-2,3,-0.42,3,6,-10,/,-0.7,-0.9
CCCCCOc1ccc(C(=O)NC(C(=O)O)C(C)C)cc1 (stereo not drawn),11,4,-0.17,9,-1,41*,-3,0.7,0.5

# Further results follow:
Structure,FXIa inh,Hck-Nef inh,Cl transport mod,Thrombin inh,FXIIa inh,KLK5 inh,Rad51 HR inh,L929 necroptosis,TNF necrop inh
CCCC(CCC(=O)Nc1cc([N+](=O)[O-])ccc1O)C(=O)O (stereo not drawn),-11,12,-0.58,-25,0,-7,6,-0.2,0.7
CCCCCCn1c(N(CC)CC)nc2c1c(=O)[nH]c(=O)n2C,-3,0,/,-12,17,-16,1,-0.9,-3.1
CCOC(=O)CNC(=O)CSc1nnc(COc2ccc(Cl)cc2)n1CC,3,-1,/,-3,11,-9,-1,-0.3,-0.2
COc1ccc(-c2nnc(SCC(=O)Nc3cccc(Cl)c3)o2)cc1,2,-1,1.1,1,13,6,0,0.3,-0.5
Cc1nc(N2CCCC2)c2nnn(Cc3ccccc3Cl)c2n1,3,-7,0.69,-2,16,15,10,-0.9,0.4
COc1ccc(C)cc1S(=O)(=O)N1CCC(C)CC1,-1,2,/,3,12,-6,-6,0.1,-1.6
COC(=O)C1=C(C)NC(=O)CC1c1ccccc1 (stereo not drawn),-2,4,0.042,-4,3,2,-8,0.1,-1.0
O=C(OCc1nnc(-c2ccccc2)o1)C1CC(=O)N(Cc2ccco2)C1 (stereo not drawn),-5,3,-0.52,1,1,0,0,-0.7,0.7
O=c1[nH]c2cc3c(cc2cc1C(c1nnnn1C1CCCCC1)N1CCSCC1)OCCO3 (stereo not drawn),-5,2,1,-6,2,1,/,1.4,0.8
COc1ccc(N2CCN(C(C)C(=O)N3CC(C)OC(C)C3)CC2)cc1 (stereo not drawn),1,-4,0.049,-1,6,20,/,0.3,0.3
O=C(COC(=O)Cc1ccc(S(=O)(=O)N2CCOCC2)s1)NCCc1ccccc1,-15,22,0.13,2,2,-23,-3,-0.1,0.2
CCN(CC)C(=O)c1ccc(Nc2nnc(C)c3ccccc23)cc1,7,7,/,3,18,-12,4,-1.2,-5.9
CCOC(=O)Cc1csc(NS(=O)(=O)Cc2ccccc2)n1,2,-3,0.81,1,-4,-16,-4,-1.9,-1.1
COc1ccc(C2NC(C(=O)O)CS2)cc1COCC(F)(F)F (stereo not drawn),-8,0,/,-9,-18,-2,/,1.3,0.3
CC(C)(C)c1cc(CN2CCOCC2)c(C(=O)O)o1,-6,0,/,-4,-6,10,4,-0.3,-1.4
Cc1cccc(OCC(=O)NNC(=O)c2ccc([N+](=O)[O-])cc2)c1,-3,15,0.38,-6,5,-6,11,2.4,1.5
COc1ccc(/C=N/NS(=O)(=O)c2ccc(C)cc2)cc1OC(=O)c1ccccc1,4,11,-0.31,4,15,2,-3,0.6,0.5
S=C(Nc1ccccc1)N1N=C(c2cccs2)CC1c1cccs1 (stereo not drawn),3,6,2.1,4,6,/,/,-0.3,0.9
CCS(=O)(=O)N1CCN(C(=O)c2ccccc2[N+](=O)[O-])CC1,-3,5,1.6,-1,/,-2,2,1.5,0.3
O=C(CCCCn1c(=O)c2ccccc2n(CC(=O)NC2CCCC2)c1=O)NCc1ccco1,-12,1,/,-9,-14,0,8,0.4,0.7
Cc1ccc(NC(=S)NNC(=O)c2ccccc2OC(F)F)cc1,0,1,8.4*,0,19,-237,/,1.0,-14
Cc1ccc(CN(C(=O)Cc2cccs2)C(C(=O)NC2CCCC2)c2ccncc2)cc1 (stereo not drawn),12,9,0.98,-3,17,-12,0,-0.5,0.8
CCCN1C(=O)/C(=C/c2ccncc2)SC1=S,0,3,0.13,-5,8,-17,-2,0.6,-0.2
CCOC(=O)c1ccccc1NC(=O)Cn1cnc2c(cnn2-c2ccc(OC)cc2)c1=O,/,5,1.5,/,/,/,/,-0.6,-1.6
O=C(NNC(=O)c1ccccc1[N+](=O)[O-])c1ccccc1[N+](=O)[O-],2,19,0.66,-12,2,5,27,3.2,0.6
O=C(NNC(=O)c1ccccc1O)c1ccc(Cl)cc1,5,2,/,4,15,-48,4,0.7,-2.6
O=C(c1cccs1)N1CCN=C1SCc1ccccc1F,2,-1,-0.67,-2,1,-2,8,1.4,0.8
COc1ccc(N(C(=O)CNC(=O)c2cccs2)C(C(=O)NCC2CCCO2)c2ccc(OC)c(OC)c2)cc1 (stereo not drawn),3,1,-0.95,-3,13,/,/,-0.3,0.2
O=C(CSc1nnc(COc2ccc(Cl)cc2)n1Cc1ccco1)c1ccccc1F,15,0,-0.58,13,7,7,-1,1.7,0.8
CCOC(=O)c1ccc(NC(=O)CSc2nc3ncccc3[nH]2)cc1,5,1,0.16,2,14,-18,5,2.4,2.7

# Profiles, looked up by structure. Screens in order: FXIa inh	Hck-Nef inh	Cl transport mod	Thrombin inh	FXIIa inh	KLK5 inh	Rad51 HR inh	L929 necroptosis	TNF necrop inh
# O=C(Nc1nccs1)c1cccc(S(=O)(=O)N2CCCCC2)c1 in the list: 22	-2	-0.43	1	12	0	3	0.2	4.9
# CCOC(=O)C1CCCN(C(=O)c2ccc(CS(=O)(=O)Cc3ccccc3C)o2)C1 (stereo not drawn) in the list: -2	3	-0.42	3	6	-10	/	-0.7	-0.9
# O=c1[nH]nc(Cc2ccccn2)c2ccccc12 in the list: 2	-3	-0.26	-5	7	4	-7	3.7	2.5

# Carrying on.
Structure,FXIa inh,Hck-Nef inh,Cl transport mod,Thrombin inh,FXIIa inh,KLK5 inh,Rad51 HR inh,L929 necroptosis,TNF necrop inh
O=S(=O)(/N=C(/c1ccccc1Cl)N1CCOCC1)c1ccccc1,5,-1,/,1,17,-9,-1,0.0,-0.8
COc1ccc(CNC(=O)c2cc(-c3cc(C)cc(C)c3O)n[nH]2)cc1,-2,15,1.2,-14,3,-2,/,1.2,-12
CCCCn1nc(CC(=O)O)c2ccccc2c1=O,-10,3,0.46,-4,-3,2,3,2.9,2.1
CC(C)OP(=O)(OC(C)C)C(Nc1ccccn1)c1ccc(F)cc1 (stereo not drawn),5,0,1.3,-3,8,-24,/,0.0,1.4
c1ccc(COc2cccc(CNCc3cccnc3)c2)cc1,-3,0,-0.66,-3,/,-1,-3,2.5,0.7
